B2AR arrestin ag: ADRB2 beta-arrestin recruitment | AID 1347077 | Potency, µM (series often up to 46.1 µM), for the others: at the highest dose activation, actives largely listed as activators | HTLA Tango cells, beta-arrestin recruitment, luciferase luminescence, 18 h | P07550 | 44,000 tested, under 10 active;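 further: potency means the concentration at half of the fitted maximal effect; 0% = DMSO and full agonism = EC100 isoproterenol or metaproterenol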
Target sequence (P07550 whole entry, looked up): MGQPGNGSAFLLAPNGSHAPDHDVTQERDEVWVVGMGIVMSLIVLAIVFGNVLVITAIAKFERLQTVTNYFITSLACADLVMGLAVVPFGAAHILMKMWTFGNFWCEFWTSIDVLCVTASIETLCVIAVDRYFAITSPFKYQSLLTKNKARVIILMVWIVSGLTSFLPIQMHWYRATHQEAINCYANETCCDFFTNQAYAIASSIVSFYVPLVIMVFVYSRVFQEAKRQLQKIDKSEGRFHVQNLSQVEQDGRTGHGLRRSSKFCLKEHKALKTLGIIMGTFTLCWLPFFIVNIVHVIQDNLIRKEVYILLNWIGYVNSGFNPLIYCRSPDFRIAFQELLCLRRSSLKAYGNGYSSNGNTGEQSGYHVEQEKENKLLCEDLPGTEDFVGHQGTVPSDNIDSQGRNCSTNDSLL
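Tango cell line, 1% FBS DMEM; cpd titration up to 46 microM; 18 hr, 37 degrees C, 5% CO2. Luciferin/ATP substrate mix added, 15 min RT, luminescence. %Activity, CRC fitting, curve-class categorization.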
p53null 39C tox: p53 null cell cytotoxicity, nonpermissive temperature; actives 0.97% (n = 55,000); Potency, µM (titrated, usually from 46.1 µM), inactives show at the highest dose activity, negative = cell killing, hits mostly cytotoxic; H1299 p53-null (neo) cells, 39C, ATPlite viability, 24 h;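 further: potency means the concentration at half of the fitted maximal effect; 0% = DMSO only and -100% = full killing by 100 µM tamoxifen; nearly all actives have a fitted effect of over 50% in size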
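Temperature-shift cytotoxicity format: compound titrations on p53-null or A138V-expressing H1299 cells held 24 hr at 39C, cell ATP then measured, AC50 from Hill model.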
TSG101-PTAP inh: TSG101-PTAP interaction inhibition, HIV-1 budding | Q99816 | Fluorescence polarization, FITC-PTAP peptide/Tsg101, 20 min | Potency, µM (highest dose often 115 µM), for inactives: at the top dose activity change, negative = inhibition, actives largely listed as inhibitors | 44,000 tested, under 10 active; further: potency means the concentration at half of the fitted maximal effect; 0% is about no effect
Target sequence (Q99816 whole entry, looked up): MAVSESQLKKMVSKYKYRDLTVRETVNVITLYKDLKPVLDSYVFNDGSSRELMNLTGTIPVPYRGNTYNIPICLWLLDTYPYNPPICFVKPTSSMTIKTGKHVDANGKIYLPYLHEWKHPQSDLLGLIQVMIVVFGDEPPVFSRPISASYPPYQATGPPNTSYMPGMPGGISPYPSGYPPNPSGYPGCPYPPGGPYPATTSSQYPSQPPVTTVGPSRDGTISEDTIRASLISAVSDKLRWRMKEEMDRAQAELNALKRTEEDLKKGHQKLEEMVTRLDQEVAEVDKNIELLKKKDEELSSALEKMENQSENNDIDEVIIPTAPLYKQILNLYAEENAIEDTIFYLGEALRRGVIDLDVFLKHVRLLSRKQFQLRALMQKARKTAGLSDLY
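Fluorescence polarization binding of Tsg101 binding domain (10 uM final) to FITC-labeled PTAP-motif peptide (50 nM final) in HEPES pH 7.5/NaCl/Tween 20/EDTA/TCEP buffer; 20 min at r.t. Actives by curve class, <25 µM, efficacy <60% inhibition.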
FH mod: Identification of activators of human fumarate hydratase by quantitative high-throughput screening. Fumarate hydratase, mitochondrial (Homo sapiens), P07954. FH coupled MDH/diaphorase resazurin fluorescence, 15 min. Potency, µM (titrated, usually from 79.9 µM), inactives show top-dose activity change, negative = inhibition, actives largely listed as inhibitors. actives 0.22% (n = 54,000). AID 1347055, 2019; further: potency means the concentration at half of the fitted maximal effect; on the % scale 0 is the no-effect control and ±100 the full control effect; the screen sought activators but most active calls are inhibition curves; nearly all actives have a fitted effect of over 45% in size
NTMT1 inh: blocks human N-terminal methyltransferase 1 activity. Q9BV86. NTMT1 MTase-Glo SAH luminescence, purified enzyme. Potency, µM (titrated, usually from 114 µM), without a hit: top-dose activity change, negative = inhibition, usual class: inhibitors. actives 2.5% (n = 59,000);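 further: potency means the concentration at half of the fitted maximal effect; plate controls were DMSO vehicle for no effect and no enzyme for full effect; nearly all actives have a fitted effect of over 65% in size; many of its hits are not listed in these tables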
Target sequence (Q9BV86 whole entry, looked up): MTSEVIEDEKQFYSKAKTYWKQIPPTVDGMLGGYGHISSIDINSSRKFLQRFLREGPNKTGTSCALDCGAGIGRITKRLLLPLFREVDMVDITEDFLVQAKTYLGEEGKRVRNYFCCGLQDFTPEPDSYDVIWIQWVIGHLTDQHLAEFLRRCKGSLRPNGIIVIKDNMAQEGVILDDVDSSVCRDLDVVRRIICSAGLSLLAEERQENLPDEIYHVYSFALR
p53null 32C kill: p53 null cell cytotoxicity, permissive temperature | Potency, µM (highest dose often 46.1 µM), for the others: at the highest dose activity change, negative = cytotoxicity, hits mostly cytotoxic | actives 0.62% (n = 55,000) | H1299-neo p53 null cells, ATP luminescence, 24 h, 32C;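 further: potency means the concentration at half of the fitted maximal effect; 0% = DMSO only and -100% = full killing by 100 µM tamoxifen; nearly all actives have a fitted effect of over 55% in size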
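H1299-neo, 600 cells/well; overnight 37C; cpd up to 46 uM, 24 h at 32C; ATPlite luminescence after 20 min RT; normalized to DMSO (0%) and tamoxifen 100 uM (100% kill); Hill-fit AC50.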
GALK inh: inhibits human galactokinase; 44,000 tested, under 10 active; P51570; recombinant GALK, Kinase-Glo ATP luminescence, 1 h; Potency, µM (top dose mostly 57.5 µM), without a hit: at the highest dose activity, negative = inhibition, actives largely listed as inhibitors; AID 1347072;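 further: plate controls were full GALK reaction for no effect and reaction lacking GALK for full effect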
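5 nM GALK; 35 uM ATP; 100 uM D-galactose; 20 mM HEPES pH 8.0, 5 mM MgCl2, 60 mM NaCl, 1 mM DTT, 0.01% BSA; 1 h RT; Kinase-Glo Plus luminescence.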
* hit, by the source's call; ? = inconclusive; · = no result given; [ ] = dose if it differs, or a comment. The call rests on the fitted dose curve; in most records, active means well fitted curve in the direction sought with a large enough effect; inconclusive means small, poorly fitted or top-dose-only effect, or another doubt; inactive means no such curve, though single readings can be large; an effect the other way counts as inactive or inconclusive. The list is partial (hit frequency here may not be typical).

SMILES | B2AR arrestin ag | p53null 39C tox | TSG101-PTAP inh | FH mod | NTMT1 inh | p53null 32C kill | GALK inh
CCC(Nc1ccc(-c2nc(-c3ccccn3)no2)cc1[N+](=O)[O-])c1ccccc1 (stereo unspecified) | -2% | 3% | -6% | -14% | -9% | 7% | ?
COc1ccc(NC(=O)c2c(NCc3cccc(OC)c3)sc3c2CCCC3)cc1 | 0% | 2% | -1% | -30% | ? | 34%[activator] | -3%
COc1ccc(CNCCCSc2nnnn2-c2ccccc2)cc1 | -5% | -11% | -5% | 1% | -10% | -1% | 0%
Cc1cccc(NC(=O)c2cc(S(=O)(=O)NCc3ccc4c(c3)OCO4)ccc2F)c1C | -1% | 0% | 0% | -7% | 1% | -1% | 1%
COc1cc(OC)c(C(=O)NCc2nc(-c3ccccc3)no2)cc1OC | -1% | 7% | 1% | -23% | -4% | -3% | -10%
CC(=O)Nc1nonc1-c1nnc(SCC(=O)Nc2cc(C)cc(C)c2)n1-c1ccccc1 | -4% | -7% | 1% | -3% | -6% | ? | -7%
COc1ccc(N2CCN(C(=O)C3CCCN(S(=O)(=O)c4ccc5c(c4)CCCN5C(C)=O)C3)CC2)cc1 (stereo unspecified) | 0% | -11% | -1% | -5% | -1% | 2% | 2%
COc1ccc2c(Sc3ccccc3)c(C(=O)NCC(C)c3ccccc3)[nH]c2c1 (stereo unspecified) | -3% | -10% | 2% | 3% | -3% | -10% | 1%
CC(=O)c1cccc(NC(=O)CSc2nc(=O)n(Cc3cccnc3)c3c2CCC3)c1 | -1% | -3% | -6% | -1% | 2% | 2% | 0%
NC1=NC(c2cc(F)cc(F)c2)n2c(nc3ccccc32)N1 (stereo unspecified) | 0% | · | -13% | 3% | -11% | · | -1%
COc1ccc(Cn2c(SCC(N)=O)nc3c(sc4ccccc43)c2=O)cc1 | -3% | 0% | 3% | 3% | ? | -15% | -2%
CCOC(=O)C1CCCN(S(=O)(=O)c2csc(C(N)=O)c2)C1 (stereo unspecified) | 0% | -24% | -1% | -4% | -3% | -5% | -4%
CCOC(=O)c1ccc2[nH]c(CSc3nnc(-c4cccc(F)c4)n3C)cc(=O)c2c1 | 2% | -13% | -6% | 8% | -11% | -3% | 4%
COc1ccc(Oc2nc3c(c(=O)n(C)c(=O)n3C)n2Cc2ccc(Cl)cc2Cl)cc1 | 1% | 19% | -2% | -11% | -18% | 0% | 0%
CCc1nn(CC(=O)N2CCN(c3cccc(OC)c3)CC2)c(=O)c2cc3occc3n12 | -4% | 8% | -2% | 1% | -2% | -3% | 0%

Ordered by molar mass (lowest first): part of the list above.
SMILES | B2AR arrestin ag | p53null 39C tox | TSG101-PTAP inh | FH mod | NTMT1 inh | p53null 32C kill | GALK inh
NC1=NC(c2cc(F)cc(F)c2)n2c(nc3ccccc32)N1 (stereo unspecified) | 0% | · | -13% | 3% | -11% | · | -1%
COc1ccc(CNCCCSc2nnnn2-c2ccccc2)cc1 | -5% | -11% | -5% | 1% | -10% | -1% | 0%
COc1cc(OC)c(C(=O)NCc2nc(-c3ccccc3)no2)cc1OC | -1% | 7% | 1% | -23% | -4% | -3% | -10%
COc1ccc2c(Sc3ccccc3)c(C(=O)NCC(C)c3ccccc3)[nH]c2c1 (stereo unspecified) | -3% | -10% | 2% | 3% | -3% | -10% | 1%
Cc1cccc(NC(=O)c2cc(S(=O)(=O)NCc3ccc4c(c3)OCO4)ccc2F)c1C | -1% | 0% | 0% | -7% | 1% | -1% | 1%
COc1ccc(Oc2nc3c(c(=O)n(C)c(=O)n3C)n2Cc2ccc(Cl)cc2Cl)cc1 | 1% | 19% | -2% | -11% | -18% | 0% | 0%
CC(=O)Nc1nonc1-c1nnc(SCC(=O)Nc2cc(C)cc(C)c2)n1-c1ccccc1 | -4% | -7% | 1% | -3% | -6% | ? | -7%

Returning to the listing, repeating the 3 entries before the break.
SMILES | B2AR arrestin ag | p53null 39C tox | TSG101-PTAP inh | FH mod | NTMT1 inh | p53null 32C kill | GALK inh
CCOC(=O)c1ccc2[nH]c(CSc3nnc(-c4cccc(F)c4)n3C)cc(=O)c2c1 | 2% | -13% | -6% | 8% | -11% | -3% | 4%
COc1ccc(Oc2nc3c(c(=O)n(C)c(=O)n3C)n2Cc2ccc(Cl)cc2Cl)cc1 | 1% | 19% | -2% | -11% | -18% | 0% | 0%
CCc1nn(CC(=O)N2CCN(c3cccc(OC)c3)CC2)c(=O)c2cc3occc3n12 | -4% | 8% | -2% | 1% | -2% | -3% | 0%
CCN(CC)S(=O)(=O)c1cccc(C(=O)Nc2sc3c(c2C#N)CCC(C)C3)c1 (stereo unspecified) | 0% | -12% | 0% | -11% | 2% | -5%[9.22 µM] | 7%
COc1ccc(CCNC(=O)CCCn2nc(C)c3sc4ccccc4c3c2=O)c(OC)c1 | -2% | -3% | -5% | -4% | 11% | -19% | 3%
O=C(c1[nH]c2ccccc2c1Sc1ccc(Cl)cc1)N1CCCCC1 | -1% | -15% | 0% | -20% | 12% | -2% | 0%
Cc1ccc(-n2nc(C)c3c(C)c(CCC(=O)NCc4cccc(Cl)c4)c(C)nc32)cc1C | -3% | -15% | 2% | 5% | -24% | 3% | 1%
COc1ccc(C(CNC(=O)COc2ccc(Cl)c(C)c2)N2CCOCC2)cc1 (stereo unspecified) | -3% | 17% | -5% | -8% | 10% | -8% | 1%
Cc1cc(Br)ccc1NC(=O)c1sc2ncn(Cc3ccccc3Cl)c(=O)c2c1C | -1% | 13% | 3% | -15% | -1% | 0% | 4%
Cn1c(=O)n(C)c2cc(N3CCOCC3)c(NC(=O)c3ccccc3Br)cc21 | -2% | -18% | 2% | ? | 12% | 0% | 1%
O=C(Nc1c(Cl)cccc1Cl)c1cc(-c2ccc3c(c2)OCO3)on1 | 1% | -16% | 0% | · | · | 0% | -5%
Cc1ccc(NC(=O)CN2C(=O)C(c3ccc(F)cc3)=NC23CCCCC3)c(C)c1 | -4% | 2% | -2% | -16% | 8% | 15% | -3%
O=C(CSc1nc2ccccc2n1Cc1ccc(F)cc1)N1CCN(c2ccc(F)cc2)CC1 | 0% | -7% | -2% | -2% | -5% | -1% | 0%
Cc1cccc2c1-c1sc(C(=O)N(C)c3cccc(Cl)c3)cc1CO2 | 0% | 16% | 0% | ? | -1% | 19% | 0%
COc1ccc(NC(=O)c2oc3ccccc3c2NC(=O)Cc2coc3ccc(C)cc23)cc1 | 1% | -6% | -1% | -15% | 2% | -3% | -12%
Cc1ccc(NC(=O)CSc2cn(CC(=O)N3CCCC3)c3ccccc23)cc1Cl | -1% | 9% | -11% | ? | -4% | 13% | -8%
COc1ccc(N2CCN(C(=O)CCc3c(C)nc4cc(-c5ccc(Cl)cc5)nn4c3C)CC2)cc1 | -1% | 8% | -3% | 4% | -4% | -7% | 7%
COc1ccc(OC)c(CCNc2nc3cc(OC)c(OC)cc3c3nc(-c4cccnc4)nn23)c1 | 0% | 0% | 0% | 4% | 11% | ? | 7%
O=[N+]([O-])c1cc(-c2nc(-c3ccccc3)no2)ccc1NCCc1ccccc1 | -3% | 2% | -3% | -7% | 12% | -4% | -11%
Cc1cccc(NC(=O)c2ccc3snnc3c2)c1 | -4% | ? | 2% | -4% | -9% | -22% | 8%
COCCCn1c(-c2ccc(S(=O)(=O)N3CCOCC3)cc2)csc1=Nc1ccccc1 | 0% | 15% | 3% | -4% | 13% | 11% | 0%
Cc1cc(Nc2cc(Cl)ccc2C)n2nc(Cc3ccccc3)nc2n1 | -2% | -9% | 2% | -10% | 28% | -2% | 2%
Cc1cc(NC(=O)C2CCC(CNS(=O)(=O)c3ccc(Br)s3)CC2)ccc1Br (stereo unspecified) | -2% | -8% | -3% | -3% | 4% | -14% | 0%
Cc1cc(C)n2nc(CNC(=O)c3ccc(Cl)cc3)nc2n1 | -3% | -12% | -5% | -4% | 4% | 0% | -2%
COc1cccc(C(=O)N2CCCCC2CCN2CCCCC2)c1 (stereo unspecified) | -2% | -14% | -2% | -16% | 1% | -7% | 2%
CN(C)c1ccc(NC(=O)Cn2c(SCc3ccc(F)cc3)nc3cccnc32)cc1 | 0% | 7% | -2% | -1% | -2% | -9% | 1%
Cc1cccc(-c2nc3c4ccccc4nc(N4CCN(c5ccccc5F)CC4)n3n2)c1 | 0% | -12% | 2% | -2% | -18% | 0% | 3%
COc1cccc(CNS(=O)(=O)c2c(C)nc3scc(C)n3c2=O)c1 | -2% | -4% | -3% | · | · | -5% | 3%
CCN(CCCNC(=O)c1nn(-c2ccc(OC)cc2)c(=O)c2c1c1ccccc1n2C)c1cccc(C)c1 | 0% | -7% | -1% | 3% | 5% | 7% | 2%
Cc1ccc(-n2nc3c(N4CCC(C(=O)N5CCC(C)CC5)CC4)nnc(C)c3c2C)cc1 | 0% | -6% | -3% | 6% | -10% | 12% | 1%
COc1ccc(-c2cn3cccnc3n2)cc1NC(=O)c1ccccc1C(F)(F)F | 1% | 9% | 0% | 3% | 3% | 1% | 0%
CCc1ccc(NC(=O)Nc2cn(C)c(=O)c3ccccc23)cc1 | -1% | 12% | -1% | 32µM*[activator] | ? | 7% | -2%
CCCCCS(=O)(=O)c1oc(-c2cccs2)nc1S(=O)(=O)c1ccc(C)cc1 | -1% | 9% | -5% | -2% | -6% | 19% | 0%
Cc1cccc(N2CCN(S(=O)(=O)c3ccc(-c4cnc(C5CC5)o4)cc3)CC2)c1C | 0% | 13% | 3% | -19% | -5% | 9% | 3%
COc1ccc(-c2cn3nc(N4CCC(C(=O)NCc5cccc(Cl)c5)CC4)sc3n2)cc1 | 1% | -3% | 1% | -12% | -4% | -2% | -1%
CC(C)COc1ccc(C(=O)NCC2OCCc3ccccc32)cc1 (stereo unspecified) | 0% | -18% | 2% | -5% | 0% | -4% | -19%
Cc1cccc(NC(=O)c2oc3c(c2C)-c2[nH]ncc2CC3)c1C | -3% | ? | 0% | -20% | -1% | 7% | -1%
CC(C)CC(C(=O)NCC1CCN(Cc2ccc(F)cc2)CC1)N1Cc2ccccc2C1=O (stereo unspecified) | -1% | 0% | -3% | -2% | ? | -2% | -3%
COc1cc(Cl)c(C)cc1Nc1c2c(nc3ccccc13)CCC2 | 0% | ? | -6% | -38% | -6% | 1% | 4%
CCn1cc(C(=O)NCCc2ccc(Cl)cc2)c(=O)c2cc(S(=O)(=O)N3CCC(C)CC3)ccc21 | 0% | ? | 0% | -21% | -1% | 0% | 10%
Cc1ccc(Nc2ncnc3c2cnn3-c2ccc(C)cc2)cc1 | 8% | 10% | -8% | -5% | 6% | 5% | -2%

Compound activity (PubChem BioAssay)
